Bioassay records from PubChem BioAssay.
G9a inh = qHTS Assay for Inhibitors of Histone Lysine Methyltransferase G9a | G9a H3K9 monomethylation, AlphaScreen, 2 h | actives 8.8% (n = 350,000) | Potency, µM (top dose mostly 102 µM), inactives show at the top dose activity, negative = inhibition, most hits filed as inhibitors | Histone-lysine N-methyltransferase EHMT2 (Homo sapiens), Q96KQ7; further: potency means the concentration at half of the fitted maximal effect; on the % scale 0 is the no-effect control and ±100 the full control effect; nearly all actives have a fitted effect of over 75% in size
Target sequence (Q96KQ7 913-1193 limits assumed): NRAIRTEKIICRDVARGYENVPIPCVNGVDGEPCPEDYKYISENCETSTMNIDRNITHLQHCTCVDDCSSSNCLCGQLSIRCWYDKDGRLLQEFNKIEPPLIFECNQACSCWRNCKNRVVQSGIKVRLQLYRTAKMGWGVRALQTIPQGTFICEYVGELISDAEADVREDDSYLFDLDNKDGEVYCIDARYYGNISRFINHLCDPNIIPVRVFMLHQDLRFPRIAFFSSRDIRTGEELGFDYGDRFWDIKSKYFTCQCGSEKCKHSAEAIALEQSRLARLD
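Readings reflect AlphaScreen signal from monomethyl-H3K9 antibody detection. HMT at 20 nM; substrate b-H3K9 500 nM; cofactor SAM 20 uM; 2 h RT reaction; compounds tested as titrations in qHTS with 15 min preincubation.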
ERG-DNA inh = qHTS for Small Molecule Inhibitors of the ERG Ets/DNA interaction; Transcriptional regulator ERG (Homo sapiens), P11308; fluorescence polarization, His-ERG Ets domain / labelled DNA; Potency, µM (top dose mostly 76.9 µM), for the others: top-dose FP activity, negative = inhibition, hits mostly inhibitors; actives 0.028% (n = 370,000); AID 624246, 2012; active means well fitted inhibition curve with a large enough effect in the polarisation, with a control signal flat; inconclusive means small, poorly fitted or top-dose-only effect, or effect the other way, or a change in a side signal; inactive means no such curve, though single readings can be large or run the other way; the % refers to the polarisation;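 further: polarization taken with two DNA probes labelled with fluorescein and Texas red; potency means the concentration at half of the fitted maximal effect; % of control where 0% means no effect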
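His-tagged ERG Ets domain (1 uM in the protein solution; 300mM KCl, 50mM Tris-HCl, 1mM EDTA, 1mM DTT, pH 7.5) received compound, then a probe mix of 5 nM fluorescein-DNA and 100nM Texas-615-DNA. Fluorescence polarization was read for both dyes.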
RGS4 inh = Inhibitors of Regulator of G Protein Signaling (RGS) 4: qHTS; Regulator of G-protein signaling 4 (Homo sapiens), P49798; Transcreener GDP fluorescence polarization, RGS4-accelerated GTP hydrolysis; Potency, µM (series often up to 114 µM), without a hit: at the top dose activity change, negative = inhibition, actives largely listed as inhibitors; actives 0.039% (n = 390,000); AID 504845, 2011; further: potency means the concentration at half of the fitted maximal effect; on the % scale 0 is the no-effect control and ±100 the full control effect; nearly all actives have a fitted effect of over 75% in size; some results filed as inactive show a strong effect at the top dose
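MLSMR compounds (23 nl, pin-transferred) preincubated 10 min at room temperature with a 500nM (2x) first reagent, then RGS4 at 900nM (2x) plus Transcreener GDP mix added; fluorescence polarization (620/688 nm) read before and after 90 min at 30 °C.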
12-LOX inh = Primary qHTS assay for inhibitors of human arachidonate 12S-lipoxygenase (ALOX12): Round 2; actives 1.1% (n = 580,000); Polyunsaturated fatty acid lipoxygenase ALOX12 (Homo sapiens), P18054; purified 12hLO, xylenol orange hydroperoxide absorbance; Potency, µM (highest dose often 108 µM), inactives show at the highest dose activity change, negative = inhibition, hits mostly inhibitors; further: potency means the concentration at half of the fitted maximal effect; on the % scale 0 is the no-effect control and ±100 the full control effect
Target sequence (P18054 whole entry, looked up): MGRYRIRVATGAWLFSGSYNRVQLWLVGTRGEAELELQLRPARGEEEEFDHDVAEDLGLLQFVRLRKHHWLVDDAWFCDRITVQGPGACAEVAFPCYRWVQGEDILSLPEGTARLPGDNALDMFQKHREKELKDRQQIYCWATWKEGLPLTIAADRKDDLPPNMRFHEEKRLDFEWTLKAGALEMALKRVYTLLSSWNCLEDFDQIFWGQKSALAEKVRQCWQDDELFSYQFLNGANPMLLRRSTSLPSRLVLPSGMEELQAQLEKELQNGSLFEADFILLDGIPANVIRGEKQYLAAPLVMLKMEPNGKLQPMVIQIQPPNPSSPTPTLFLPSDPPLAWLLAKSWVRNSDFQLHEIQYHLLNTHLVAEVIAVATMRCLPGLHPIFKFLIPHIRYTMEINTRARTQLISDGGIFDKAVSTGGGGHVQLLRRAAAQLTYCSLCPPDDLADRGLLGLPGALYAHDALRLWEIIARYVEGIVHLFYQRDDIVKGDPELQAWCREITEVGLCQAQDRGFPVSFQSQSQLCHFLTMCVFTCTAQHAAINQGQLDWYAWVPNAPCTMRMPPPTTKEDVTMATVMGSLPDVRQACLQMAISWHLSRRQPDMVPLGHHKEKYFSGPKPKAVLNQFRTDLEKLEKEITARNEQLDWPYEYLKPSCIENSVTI
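Hydroperoxide product was detected by ferrous iron/xylenol orange as the 573 to 405 nm absorbance ratio. Arachidonic acid at 40 uM (final) was turned over for 30 min at room temperature by 150 nM human 12hLO, pH 7.0 Hepes buffer, after 15 min compound preincubation.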
PI4K2A block = qHTS for small molecular inhibitors of PI4K2A. Phosphatidylinositol 4-kinase type 2-alpha (Homo sapiens), Q9BTU6. purified PI4K2A, ADP-Glo luminescence, 1 h; hits give low values. activity change, negative = inhibition, % at 76.9 µM. actives 0.13% (n = 420,000). AID 1346378, 2018; in the data active means activity change below about -50%; inconclusive means mostly about -30% to -49%;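 further: -100% = wells without enzyme as full effect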
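ADP-Glo luminescence measured ADP generated by PI4K2A enzyme (4 ug/mL before mixing) with 1.2 mM PI substrate (pre-mix) and 300 microM ATP (pre-mix). Tris pH7.5 buffer with MgCl2, Triton X-100; 1 h reaction at ambient temperature.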
BAZ2B inh = qHTS Assay for Inhibitors of BAZ2B; AID 504333, 2011; actives 4.4% (n = 360,000); Potency, µM (top dose mostly 114 µM), inactives show at the top dose activity change, negative = inhibition, usual class: inhibitors; AlphaScreen BAZ2B-H3K14Ac peptide displacement; further: potency means the concentration at half of the fitted maximal effect; on the % scale 0 is the no-effect control and ±100 the full control effect; nearly all actives have a fitted effect of over 60% in size
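AlphaScreen luminescence quantifies BAZ2B engagement of H3K14Ac peptide; the protein and biotinylated peptide are both at 50 nM final, buffer PBS pH 7.4 with 0.01% Tween-20, all steps at room temperature.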
JMJD2A Tudor = qHTS Assay for Inhibitors of JMJD2A-Tudor Domain; Potency, µM (doses to about 114 µM), inactives show at the top dose activity change, negative = inhibition, usual class: inhibitors; actives 4.4% (n = 390,000); Lysine-specific demethylase 4A (Homo sapiens), O75164; AlphaScreen JMJD2A-Tudor / H3K4me3 peptide binding; AID 504339, 2011; further: potency means the concentration at half of the fitted maximal effect; on the % scale 0 is the no-effect control and ±100 the full control effect; nearly all actives have a fitted effect of over 50% in size
GLS inh = qHTS for Inhibitors of Glutaminase (GLS). Glutaminase kidney isoform, mitochondrial (Homo sapiens), O94925. Potency, µM (top dose mostly 45.5 µM), inactives show at the top dose activity change, negative = inhibition, most hits filed as inhibitors. AID 624170, 2012. actives 0.21% (n = 410,000). GLS enzymatic activity, qHTS titration; further: potency means the concentration at half of the fitted maximal effect; on the % scale 0 is the no-effect control and ±100 the full control effect
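Assay buffer: 45 mM KH2PO4 pH 8.2, 0.02% Tween-20. hKGA acts on L-glutamine (1 mM solution added); product glutamate is reported by an oxidase/peroxidase Amplex Red coupling, with fluorescence taken at baseline and 30 min.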
HP1b binding inh = HTS for Inhibitors of HP1-beta Chromodomain Interactions with Methylated Histone Tails | AlphaScreen HP1-beta / biotin-H3K9me3 peptide binding | actives 0.56% (n = 390,000) | Chromobox protein homolog 1 (Homo sapiens), P83916 | Potency, µM (doses to about 114 µM), without a hit: at the highest dose activity change, negative = inhibition, most hits filed as inhibitors; further: potency means the concentration at half of the fitted maximal effect; nearly all actives have a fitted effect of over 70% in size; inactives centre near 23
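HP1-beta protein (50 nM final) preincubated 30 min at room temperature with biotinylated H3(1-18)K9me3 peptide (50 nM) in PBS pH 7.4, 0.01% Tween-20, then compound added for 30 min. AlphaScreen streptavidin donor/nickel chelate acceptor beads (10 ug/mL final), 30 min dark, luminescence read.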
Active calls of the source: *; ? = inconclusive; . = not tested or not shown; & = joins results of further samples; [ ] = another dose, or the depositor's remark. Unless noted, the call rests on the fitted dose curve; in most records, active means well fitted curve in the direction sought with a large enough effect; inconclusive means small, poorly fitted or top-dose-only effect, or another doubt; inactive means no such curve, though single readings can be large; an effect the other way counts as inactive or inconclusive. Some of the compounds tested, so the mix of outcomes need not match the whole.

ERG-DNA inh	BAZ2B inh	G9a inh	RGS4 inh	HP1b binding inh	JMJD2A Tudor	PI4K2A block	GLS inh	12-LOX inh	Compound
1%	-9%	2%[59 µM]	-16%	24%	-4%	-1	-2%	-22%	COc1cc(OC)c(NC(=O)CSc2cc(=O)n(C)c3ccc(Cl)cc23)cc1Cl
8%	-8%	-3%	-9%	41%[activator]	-13%	-2	-10%	-3%	CCOC(=O)c1ccccc1NC(=O)CSc1ccc(-c2cccnc2)nn1
-4%	.	.	-2%	36%	7%	-3	1%	141%	CSc1ccccc1NC(=O)CN(C)C(=O)C(C)SCc1nc2sc(C)c(C)c2c(=O)[nH]1 (configuration not stated)
5%	56µM*	-31%	-3%	51%[activator]	-18%	-2	6%	4%	CC(C)(C)NC(=O)C(=O)NNC(=O)c1ccco1
-1%	-18%	-10%	8%	30%	-4%	-2	-1%	6%	COc1cccc(C(=O)NCC(=O)N/N=C/c2cccnc2)c1
-2%	7%	-4%[0.501 µM]	18%	6%	-16%	0	4%	-13%	COc1ccccc1N1CCN(S(=O)(=O)CCNC(=O)C2CC2)CC1
-5%	-14%	48%	-15%	29%	-11%	-1	-2%	.	O=C(Cn1cc([N+](=O)[O-])ccc1=O)NCc1ccc(Cl)cc1Cl
-5%	.	.	-15%	48%[activator]	-8%	-2	-1%	2%	CN(Cc1ccccc1)C(=O)c1cccc(NC(=O)Cc2ccc(NC(=O)C3CCN(C(=O)CCc4ccccc4)CC3)cc2)c1
-1%	13%[57.1 µM]	.	27%	29%	-1%	1	2%	-3%	COc1cc(SC)ccc1C(=O)Nc1nc(C)cc(C)n1
-8%	18%	13%	7%	40%[activator]	-18%	0	0%	21%	Cc1ccc(C2(c3noc(CN(C)Cc4cccnc4)n3)CCCC2)cc1
1%	-24%	5%	3%	18%	-18%	1	8%	4%	Cc1cc(C(=O)N/N=C(\CCC(=O)O)c2cccs2)c2ccccc2n1
19%	-7%	5%	26%	23%	-4%	-5	30%	-15%	CC(=O)Nc1ccc(NS(=O)(=O)c2ccc3[nH]c(=O)[nH]c3c2)cc1
2%	56µM*	?	-34%	?	18µM*	0	-15%	?	CCCC(C)c1nnc(NC(=O)C(=O)OCC)s1 (configuration not stated)
18%	.	.	-39%	46%[activator]	-11%	5	0%	-4%	CCOC(=O)CCCCCC(=O)Nc1ccc2c(c1)C(=O)N([C@H](C)CO)C[C@@H](C)[C@H](CN(C)S(=O)(=O)c1cn(C)cn1)O2
-3%	6%	-10%[12.7 µM]	11%	17%	1%	-2	14%	0%	O=C(Nc1nncs1)c1cccc(S(=O)(=O)N2CCOCC2)c1
-4%	-15%	35µM*	-18%	?	-9%	-2	11%	?	CCc1c(C)sc(NC(=O)Cc2ccccc2C)c1C(=O)N1CCOCC1
-4%	-4%	5%[59 µM]	6%[56.9 µM]	31%	9%[57.1 µM]	-3	15%	0%	COc1ccc(-c2nnn(CC(=O)c3ccc4c(c3)OCCO4)n2)cc1OC
1%	50µM*	?	-21%	6%	?	0	9%	?	COC(=O)C1=C(CN2CCc3ccccc32)NC(=O)NC1c1cc(C)ccc1C (configuration not stated)
-16%	?	?	-17%	-7%	-33%	0	3%	-15%	COc1cc(/C=C/C(=O)OCC(=O)N2CCN(S(=O)(=O)c3ccc(C)cc3C)CC2)ccc1O
-10%	-3%	21%	-16%	36%	-2%	4	-14%	-19%	COc1ccc(CCN2CC(C(=O)NCCc3ccccc3C)CCC2=O)cc1 (configuration not stated)

ERG-DNA inh	BAZ2B inh	G9a inh	RGS4 inh	HP1b binding inh	JMJD2A Tudor	PI4K2A block	GLS inh	12-LOX inh	Compound
-10%	1%	.	16%	3%	-4%	-3	-25%	-13%	CS(=O)(=O)N(CCc1ccccc1)CC(=O)NCc1ccccc1
-4%	8%	11%	10%	28%	-20%	-1	-3%	.	CCOc1ccc(NC(=O)C2CCCN(S(=O)(=O)c3cnc[nH]3)C2)cc1 (configuration not stated)
-7%	-6%	13%[59 µM]	-5%	6%	-19%	-3	2%	-14%	CS(=O)(=O)c1ccc(C(=O)OCC(=O)NC23CC4CC(CC(C4)C2)C3)cc1[N+](=O)[O-]
-6%	-5%	17%[12.7 µM]	-4%	29%	-13%	2	0%	?	CC(C)COc1ccc(-c2nn(-c3ccccc3)cc2C(=O)Nc2nccs2)cc1
7%	5%	-37%[12.7 µM]	16%	22%	-19%	1	0%	17%	CN(C(=O)COC(=O)COc1ccc2ccccc2c1)c1c(N)n(Cc2ccccc2)c(=O)[nH]c1=O
-2%&3%	-33%&3%	9%[59 µM]	-52%&2%	22%&3%	17%[57.1 µM]	2&-5	-2%&-7%	19%&-15%	COc1cc(NC(=O)CCN2CCN(CCO)CC2)cc(OC)c1
-8%	-37%	3.5µM*	7%	-38%	?	6	0%	-9%	O=[N+]([O-])c1cc(C(F)(F)F)cc([N+](=O)[O-])c1NCCCNc1ccc([N+](=O)[O-])c2cccnc12
.	-4%	-8%	-4%	17%	6%	2	-7%	-5%	O=C(Cn1c(=O)c2sccc2n(Cc2cccc([N+](=O)[O-])c2)c1=O)NCCc1ccccc1
-10%	-13%	24%[59 µM]	-4%	41%[activator]	-9%	-9	10%	-22%	CCc1ccc(NS(=O)(=O)c2cc3[nH]c(=O)c(=O)[nH]c3cc2C)cc1
-6%	.	-2%	-1%	17%	-11%	0	-3%	5%	NS(=O)(=O)c1ccc(NC(=O)COC(=O)C2CC(=O)N(Cc3ccccc3)C2)cc1 (configuration not stated)
3%	-2%	1%[59 µM]	28%	33%	-6%	-6	-2%	-7%	COc1ccccc1N1CCN(S(=O)(=O)c2ccc(F)c(C(=O)Nc3ccc(Cl)cc3C(F)(F)F)c2)CC1
7%	-4%	-7%[12.7 µM]	-29%	9%	-21%	-5	1%	0%	CCOc1ccc2c(c1)nc(NCCCO)n2Cc1ccccc1
-1%	?	-16%[59 µM]	9%	14%	-29%	1	-10%	-19%	CCOc1ccc(Nc2ncnc3c2c(-c2ccccc2)cn3-c2cccc(C)c2)cc1
1%	-13%	-4%	1%	5%	-15%	2	173%[activator]	-5%	O=C(Nc1nnc(C2CC2)s1)C1CCCO1 (configuration not stated)
-6%	-32%	-20%[59 µM]	-38%	-3%	?	-6	4%	16%	O=C(CSc1nnc(-c2cnccn2)n1Cc1ccco1)c1ccc2ccccc2c1
-5%	12%	-5%	-19%	25%	-15%	-3	4%	3%	COc1ccc2[nH]cc(S(=O)(=O)c3ccc(C(C)C)cc3)c(=O)c2c1
-11%	8%	-5%[0.501 µM]	-4%	36%	-10%	2	-4%	-18%	COc1ccc(Cl)cc1NC(=O)CN(C)CC(=O)N1CC(=O)Nc2ccccc21
14%	-3%	10µM*	?	-6%	?	-7	3%	45µM*	CC1CCc2c(sc(Nc3nc4c(F)cccc4s3)c2C(N)=O)C1 (configuration not stated)
-3%	-1%	-41%[59 µM]	16%	18%[57 µM]	-13%	0	5%	-11%	O=C(CSc1nc2ccccc2nc1Cc1ccccc1)N1CCN(c2ccccc2)CC1
-8%	?	17%[59 µM]	-1%	-2%	?	4	-5%	-15%	O=S(=O)(c1cccs1)N1CN(Cc2ccc(F)cc2)c2nc3ccccc3nc21

ERG-DNA inh	BAZ2B inh	G9a inh	RGS4 inh	HP1b binding inh	JMJD2A Tudor	PI4K2A block	GLS inh	12-LOX inh	Compound
-3%	.	.	-9%	24%[57 µM]	-1%	6	5%	-17%	O=C(NCCCOC(=O)c1ccccc1)c1ccccc1
-4%	.	-51%	?	?	?	-1	8%	?	O=C(OCC(=O)N1CCN(C(=O)c2ccco2)CC1)c1cccc(S(=O)(=O)N2CCc3ccccc32)c1
8%	-1%	32%	9%	28%	-17%	1	1%	-7%	CC1(C)CC(NC(=O)C2CCN(S(=O)(=O)c3ccc(F)cc3)CC2)CC(C)(C)N1
5%	.	.	-9%	17%[57 µM]	-1%	0	-8%	?	COC(=O)c1ccc(CNC(=O)c2ccc(S(=O)(=O)N3CCCCCC3)cc2)cc1
2%	2%	17%[2.33 µM]	3%	14%	-15%	2	0%	0%	CC(=O)c1ccc(NC(=O)CCNC(=O)c2ccc(Cl)cc2)cc1
-5%	12%	-2%	9%	23%	2%	-2	16%	389%[activator]	CN1CCN(C(=O)C2C3C=CC(C3)C2C(=O)O)CC1 (configuration not stated)
1%	6%	-3%[59 µM]	-11%	37%	-4%	7	-10%	25%	Cc1ccc(NCc2nnc(SCC(=O)NCCc3ccccc3)n2C)cc1
